S3 lipid droplet: qHTS Assay for Lipid Storage Modulators in Drosophila S3 Cells | 0.64% of 320,000 active | lipid storage change, negative = inhibition, % at the top dose, mostly 46.1 µM; hits show Potency in µM | Drosophila S3 cells, BODIPY lipid droplet fluorescence, 18-24 h; cells fed with added oleic acid; active means well fitted inhibition curve with a large enough effect in the signal ratio, with a control signal flat, not every such curve was filed as active; inconclusive means small, poorly fitted or top-dose-only effect, or effect the other way, or a change in a side signal; the % refers to the signal ratio
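Drosophila S3 cells got compounds at several concentrations plus oleic acid (400 uM solution). Laser-scanning cytometry with 488 nm excitation read lipid droplets at 500-530 nm and cells at 575-640 nm. Percent activity was relative to 20 uM Triacsin C.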
S3 lipid droplet cell count max: recorded beside S3 lipid droplet, whose call it bears; cell number change, %; measured here: cell count max response;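 cells counted by Cell Tracker Red CMTPX staining in the red channel; peak over a dose series mostly up to 46.1 µM; percent activity relative to internal control wells on each plate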
Active calls of the source: *; i = inactive; u = inconclusive; x = no result given; [ ] = remark or other dose. On the % scale 0 is the no-effect control and ±100 the full control effect; potency means the concentration at half of the fitted maximal effect. These rows are one share of the data, so the mix of outcomes need not match the whole.

no.	SMILES	S3 lipid droplet	S3 lipid droplet cell count max
1	CN(C)CCN(C(=O)c1ccc(N2C(=O)CCC2=O)cc1)c1nc2cc3c(cc2s1)OCO3	3%	-2
2	Cc1ccc(OCC(=O)Nc2ccc(C(=O)O)cc2NC(=O)COc2ccc(C)c(C)c2)cc1C	u	x
3	Cc1ccc(C(=O)N/C(=C/c2cccs2)C(=O)NCCc2c[nH]c3ccccc23)cc1	u	x
4	CN(C(=O)c1cc2n(n1)C(C(F)(F)F)CC(c1ccco1)N2)c1ccccc1 (stereo not given)	u	x
5	O=S1(=O)c2cccc3cccc(c23)N1CCBr	u	x
6	C=CCn1c(N)c(C(=O)NCCC2=CCCCC2)sc1=S	i	x
7	COCCNC(=O)c1cc(-c2cccc(OC)c2)on1	16%	3
8	CCn1c(SCC(=O)Nc2nccs2)nnc1-c1cc2cccc(OC)c2o1	1.8µM*	-5.1*
9	COCCCNC(=O)c1cc2cc(Br)ccc2oc1=O	-6%	6
10	Cc1ccc(C(=O)NCN2CCN(c3ccccc3)CC2)cc1	i	-24
11	O=C(NC1CCCCC1)C(c1ccco1)N(C(=O)c1csnn1)c1ccccc1 (stereo not given)	u	x
12	O=C(Nc1nnc(COc2ccc(F)cc2)s1)Nc1ccccc1F	15%	11
13	CC(=O)c1ccc(CCCC(=O)O)cc1	u	x
14	COc1ccccc1-n1c(SCC(N)=O)nc2c(c1=O)SCC2	u	x
15	CCCCCCCC1c2c(c(C)c(C)oc2=O)Oc2c(C)c(C)oc(=O)c21	u	x
16	O=[N+]([O-])c1ccc(-c2nnc(S)n2-c2ccccc2)cc1	u	x
17	CCOc1ccc(N2CCCCn3c2nc2c3c(=O)[nH]c(=O)n2C)cc1	u	x
18	CC(C)(C)NC(=S)NNC(=O)c1ccc2ncccc2c1	u	x
19	C/C(=N\NC(=O)CN1CCN(S(=O)(=O)c2ccc(C)cc2)CC1)c1ccc(O)cc1	5%	x
20	Nc1c(-c2ccccc2)cnc2cc(-c3ccccc3)nn12	9%	-17
21	CC1=Nc2ccccc2N=C(NC(=O)c2ccccc2)C1c1ccccc1 (stereo not given)	i	x
22	CC1(C)Cc2c(ccc3ccccc23)C(=O)N1	-11%	-3
23	O=C(CN(C(=O)c1nsc(Cl)c1Cl)c1ccc(F)cc1)NC1CCCC1	u	x
24	Cc1ccc(C)c(NC(=O)CN(C)C(=O)c2oc3c(Cl)cccc3c2C)c1	u	x
25	Cc1cc(-c2nsc(=O)o2)c(S(C)(=O)=O)s1	u	x
26	CCN(CC)C(=O)c1n[nH]c(=O)c2ccccc12	u	x
27	CC(C)(C)C(=O)Nc1cc2nn(-c3ccccc3)nc2cc1Cl	u	x
28	CCOc1ccccc1CN1CCNC(=O)C1CC(=O)NCc1nccn1CC (stereo not given)	-3%	0
29	Cc1ccc(C)c(OCc2nnc(NC(=O)c3ccc4c(c3)OCO4)s2)c1	15%	2
30	O=S1(=O)CCN(Cc2ccccc2Cl)CC1	5%	2
31	CCCn1c(NCc2cccs2)nc2ccccc21	u	x
32	N#CC1(NC(=O)COC(=O)c2ccc(Cl)nc2)CCCCC1	u	x
33	O=[N+]([O-])c1cccc(-c2noc(-c3ccco3)n2)c1	6%	9
34	CCCc1cc(=O)oc2cc(C)cc(OCC(=O)NCc3cccnc3)c12	i	-13
35	C=CCn1c(N)c(C(=O)NCc2ccco2)sc1=S	15%	12
36	CCOC(=O)c1c(NC(=O)c2cc3n(n2)C(C(F)(F)F)CC(c2ccccc2)N3)sc(C)c1C (stereo not given)	21%	7
37	Cc1ccc2c(c1)C1(C(=O)N2C)N2CC3(C)CN1CC(C)(C2)C3=O (stereo not given)	u	x
38	NC[C@@]12CCCC1C1CCC2C1 (stereo not given in full)	-8%	-12
39	Cc1cc(C(=O)COC(=O)Cc2n[nH]c(=O)c3ccccc23)c(C)n1-c1cccc(C(F)(F)F)c1	-25%	-5
40	COc1ccc(CNCC(O)COCc2cccs2)cc1 (stereo not given)	u	x
41	O=C(NC1CC1)c1ccc(CSCc2cccc(F)c2)o1	-1%[9.22 µM]	10
42	COCCN1CCn2c(nc3cc(NC(=O)c4cccs4)ccc32)C1	i	10
43	COc1cccc(/C=N/NC(=S)NC2CC3CCC2C3)c1OC (stereo not given)	u	x
44	CC(=O)c1sc(NC(=O)C2CCN(C(=O)c3ccc(F)cc3)CC2)nc1-c1ccccc1	u	x
45	O=C(CSCc1ccccc1)Nc1ccc(F)cc1F	12%	-15
46	COc1cc(-n2c(-c3ccccc3)n[nH]c2=S)c(OC)cc1Cl	-10%	11
47	Nc1nonc1-n1nnc(C(=O)N/N=C/c2ccc(OCc3ccccc3)cc2)c1COc1ccc(F)cc1	u	x
48	Cc1ccc(C(=O)CN(C(=O)c2ccc(Cl)c(Cl)c2)N2C(=O)C3CCCCC3C2=O)cc1 (stereo not given)	-19%	x
49	COC(=O)c1sccc1NC(=O)c1csc2c1CCCC2	-6%	-15
50	Clc1ccccc1Oc1cnc2ccccc2n1	-22%	-17
51	Cc1cc(C)nc(NC(=O)c2c(Cl)cccc2Cl)n1	-9%	1
52	CCN(CC)S(=O)(=O)c1ccc(OC)c(NC(=O)CC2CCCC2)c1	u	x
53	C#CCn1c(=NC(=O)c2ccc(S(=O)(=O)N3CCc4ccccc4C3)cc2)sc2cc(S(N)(=O)=O)ccc21	u	x
54	c1ccc(COc2ccc3nocc3c2)cc1	u	x
55	Cc1ccc(C(=O)N(C)c2ccc(OCC(=O)N3c4ccc(C)cc4C4CN(C)CCC43)cc2)cc1 (stereo not given)	u	x
56	CCOc1cc(/C=N/NC(=O)C(=O)NCCCOC(C)C)cc(Br)c1O	u	x
57	C/C(=N\Nc1nc2ccccc2[nH]1)c1ccc(N2CCOCC2)cc1	11%	1
58	Cn1cccc1/C=N/NC(=O)Cc1cccs1	11%	6
59	CC(C)C(=O)Nc1cc2c(cc1C(=O)c1ccccc1)OCCO2	-20%	-3
60	COc1ccccc1CNC(=O)CS(=O)(=O)c1ccc(C)cc1	9%	-5

(further entries)
no.	SMILES	S3 lipid droplet	S3 lipid droplet cell count max
61	Cc1cc(C)n(CC(=O)O)n1	3%	3
62	Cc1sc(/C=C2\C(=O)ON=C2c2ccccc2)cc1Br	2%	-5
63	COc1ccc(C(=O)NCC(=O)N/N=C/C(C)=C/c2ccccc2)cc1OC	u	x
64	Cc1cc(N2CCCCC2)nc(N2CCOCC2)n1	u	x
65	COc1ccc(NC(=O)C(=O)N/N=C(\C)CC(=O)Nc2cc(C)ccn2)c(OC)c1	-17%	-23
66	Cc1cccc(N2CCN(C(=O)CCCn3c(=O)c4cccn4c4cccnc43)CC2)c1C	u	x
67	CC(C)CCN(C(=S)NC(=O)C1CCCCC1)c1c(N)n(Cc2ccccc2)c(=O)[nH]c1=O	u	x
68	Cc1cc(C)c(S(=O)(=O)c2ccccc2)c(OC(=O)c2ccc(Cl)cc2Cl)n1	u	x
69	Cc1c(Cl)c([N+](=O)[O-])nn1CC(=O)NCc1ccco1	u	x
70	O=[N+]([O-])c1cccc(-c2c(-c3ccccc3)ncc3cc(F)ccc23)c1	u	x
71	COc1ccc2oc(C(=O)Nc3ccc(S(=O)(=O)N(C)C4CCN(C)CC4)cc3)c(C)c2c1	u	x
72	CCCCOC(=O)Nc1nnc(CC(=O)NCc2ccccc2)s1	i	-16
73	COc1ccccc1Oc1coc2cc(OCC(N)=O)ccc2c1=O	u	x
74	O=C(CN1CCN(c2ccccn2)CC1)Nc1ccc(OCc2ccccc2)cc1	-13%	-5
75	CC(=O)c1c(N2CCN(C(=O)C3CCCO3)CC2)nc(=S)n(-c2ccccc2)c1C (stereo not given)	u	x
76	COCCn1c(C)cc(C(=O)CSc2nc(C)c(C)c(C)n2)c1C	4%	2
77	COc1ccc(NCC(=O)N/N=C2\CCc3ccccc32)cc1	u	x
78	CCCNS(=O)(=O)c1ccc(CCC(=O)NCc2ccco2)cc1	-8%	-2
79	CN(C)c1ccc(/C=C/c2nc3ccccc3c(=O)n2CCO)cc1	-1%	x
80	COC(=O)C1=C(N)Oc2cc(C)n(CCCn3ccnc3)c(=O)c2C1c1ccc(Cl)cc1 (stereo not given)	6%	-21
81	O=C(CNC(=O)c1ccc(Br)o1)NC12CC3CC(CC(C3)C1)C2	u	x
82	O=c1[nH]c(Cc2ccccc2Cl)nc2ccccc12	u	x
83	O=C(NCCc1c[nH]c2ccc(Cl)cc12)c1ccc([N+](=O)[O-])cc1	1%	-15
84	O=C(COc1ccc(F)cc1F)N1CCCCCCC1	i	-1
85	COc1cc(CNCCNC(=O)c2nonc2N)ccc1OCc1ccc(Cl)nc1	9%	-9
86	COC(=O)c1sccc1NC(=O)c1ccc(Br)o1	u	x
87	COc1ccc(-c2noc(Cc3cccs3)n2)cc1	12%	-2
88	Cc1ccc(S(=O)(=O)N2CCCC2)cc1C(=O)O	i	19
89	COc1ccc(NC(=O)c2ccc(-c3nn(C)c(=O)c4ccccc34)cc2)cc1C(N)=O	-22%	-12
90	c1ccc(C(c2ccccn2)c2ccccn2)cc1	6%	10
91	O=C(CSc1nnc(-c2cccs2)o1)Nc1cccc(S(=O)(=O)N2CCCCC2)c1	25%	-7
92	CC1(c2ccccc2)NC(=O)N(N)C1=O (stereo not given)	u	x
93	Cn1c(-c2sc3ccccc3c2Cl)n[nH]c1=S	u	x
94	O=C(CC1SC(=Nc2ccc3c(c2)OCCO3)NC1=O)Nc1ccc(F)cc1F (stereo not given)	u	x
95	COc1ccc(OC)c(CN2CCCC(CCC(=O)N(C)CCc3ccccn3)C2)c1 (stereo not given)	10%	12
96	COc1ccc(OC)c(-n2cc3c(=O)n(C)c(=O)n(C)c3c2)c1	u	x
97	COC(C[C@@H]1O[C@@H]1[C@@H](O)[C@@H](C)OCc1ccccc1)OC	-9%	x
98	COc1ccccc1NC(=O)CC(NCCN(C)C)C(=O)O (stereo not given)	u	x
99	Cn1c(COc2cccc3cccnc23)nnc1SCC(=O)O	5%	9
100	O=C(CCc1nc2ccccc2c(=O)[nH]1)Nc1nc(-c2cccs2)cs1	u	x
101	CCCCN(C(=O)CCNC(=O)NC12CC3CC(CC(C3)C1)C2)c1c(N)n(CCC)c(=O)[nH]c1=O	13%	x
102	Cc1sc(NC(=O)CSc2nnc(-c3ccccc3)o2)c(C#N)c1C	u	x
103	CCOC(=O)c1cnc2ccc(C(=O)OC)cc2c1Nc1ccc(C(=O)O)cc1	7%	10
104	Cc1ccc2c(c1)N(S(=O)(=O)c1ccc3c(c1)NC(=O)CC(=O)N3)CCO2	-12%	15
105	CCOC(=O)c1c(NC(=O)/C=C/C(=O)O)sc(C)c1-c1ccc(C(C)(C)C)cc1	u	x
106	O=C1c2ccccc2NC(c2ccncc2)N1c1ccccn1 (stereo not given)	-26%	1
107	COc1cccc(NC(=O)Cn2c(=O)oc3cc(S(=O)(=O)N4CCCC4)ccc32)c1	13%	29
108	C#Cc1ccc(CN2CCCC(C(=O)Nc3ccccc3Oc3cccnc3)C2)cc1 (stereo not given)	u	x
109	C/C(=N\Nc1ccc([N+](=O)[O-])cc1)c1ccc(O)cc1	24%	x
110	CCc1ccc(NC(=O)CSc2nc(=O)n3cc(C)ccc3n2)cc1	u	x
111	CCOC(=O)c1sc(=S)n(-c2ccccc2Cl)c1SC	u	x
112	O=C(Nc1cc2c3c(c1)CC(=O)N3CCC2)c1ccc(Cl)cc1	u	x
113	COc1ccc2oc(C(=O)OCC(=O)N(Cc3ccccc3)C(C)C)c(C)c2c1	u	x
114	Cc1ccc(-c2nc(C(=O)O)cs2)cc1	1%	9
115	CC(=O)c1ccc(OC(C)C)c(Cc2c(O)nc(N)[nH]c2=O)c1	0%	9
116	Cc1[nH]n(-c2ccccc2)c(=O)c1-c1ccc(Cl)cc1	i	x
117	COc1ccc(-c2nnc(SCC(=O)NC3CCCCC3)o2)cc1	u	x
118	Cc1ccc2cc(CN(CC3CCCO3)C(=S)Nc3ccccc3)c(=O)[nH]c2c1 (stereo not given)	-16%	-10
119	CC(NC(=O)C12CC3CC(CC(O)(C3)C1)C2)c1ccccc1 (stereo not given)	i	12
120	Cc1ccccc1CSc1nc2ccccc2c(=O)[nH]1	-4%	-6
121	CCOC(=O)c1nnc(-c2cccs2)nc1Oc1ccccc1C(=O)OC	u	x

Another view of part of the listing above.
Order of values: S3 lipid droplet, S3 lipid droplet cell count max
29	Cc1ccc(C)c(OCc2nnc(NC(=O)c3ccc4c(c3)OCO4)s2)c1
  15%, 2
30	O=S1(=O)CCN(Cc2ccccc2Cl)CC1
  5%, 2

Profiles, looked up by structure. Screens in order: S3 lipid droplet	S3 lipid droplet cell count max
Results for `CCN(CC)C(=O)c1n[nH]c(=O)c2ccccc12` → u	x
Results for `COc1cccc(/C=N/NC(=S)NC2CC3CCC2C3)c1OC` (stereo not given) → u	x
Results for `O=C1c2ccccc2NC(c2ccncc2)N1c1ccccn1` (stereo not given) → -26%	1
Results for `Cc1ccc2c(c1)N(S(=O)(=O)c1ccc3c(c1)NC(=O)CC(=O)N3)CCO2` → -12%	15
Results for `CC(C)C(=O)Nc1cc2c(cc1C(=O)c1ccccc1)OCCO2` → -20%	-3

From PubChem BioAssay
